EP2 antag: inhibitors of human EP2 prostaglandin E2 receptor. P43116. AID 1422. inhibition, % at 25 µM. C6 glioma cells expressing human EP2, cAMP TR-FRET; cells stimulated with saturating PGE2. 0.52% of 260,000 active;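 active means percent inhibition above 40 after rounding to a whole number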;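 further: rat C6 glioma host cells with rolipram phosphodiesterase inhibitor present; the protocol text gives 20 µM as final concentration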
Target sequence (P43116 whole entry, looked up): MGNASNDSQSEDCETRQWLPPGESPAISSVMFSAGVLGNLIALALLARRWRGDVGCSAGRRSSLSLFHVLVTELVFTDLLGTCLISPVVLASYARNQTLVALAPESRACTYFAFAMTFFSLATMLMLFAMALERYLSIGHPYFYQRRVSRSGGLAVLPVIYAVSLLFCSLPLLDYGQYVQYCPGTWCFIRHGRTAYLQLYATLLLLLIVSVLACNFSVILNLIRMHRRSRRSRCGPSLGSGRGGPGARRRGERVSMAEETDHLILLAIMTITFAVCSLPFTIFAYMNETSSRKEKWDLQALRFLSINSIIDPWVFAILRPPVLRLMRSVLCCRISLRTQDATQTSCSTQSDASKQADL
Wee1 stabilizer: inhibitors of human Wee1 degradation; P30291; 1.2% of 220,000 active; reporter increase, % at 5 µM; HeLa Luc-Wee1K328M stability, luciferase luminescence; 100% = proteasome inhibitor MG132 effect;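 active means activation above the mean of all tested compounds plus 3 SD, set per screening run, cut at about 8.8% in these data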;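 further: cells exposed to compound for 20 h before luminescence read; 0% = DMSO alone and 100% = MG132 at 30 µM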
FXIa inh 1536: blocks human coagulation factor XIa protease activity | 0.14% of 220,000 active | P03951 | inhibition, % at 5 µM | purified FXIa, Boc-Glu-Ala-Arg-AMC fluorogenic substrate;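 active means inhibition of at least 40%; inactive means inhibition below 40%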;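 further: fluorescence of freed AMC excited at 355 nm; 0% = enzyme without compound and 100% = no enzyme blank; many of its hits are not listed in these tables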
Target sequence (P03951 19-387 limits assumed): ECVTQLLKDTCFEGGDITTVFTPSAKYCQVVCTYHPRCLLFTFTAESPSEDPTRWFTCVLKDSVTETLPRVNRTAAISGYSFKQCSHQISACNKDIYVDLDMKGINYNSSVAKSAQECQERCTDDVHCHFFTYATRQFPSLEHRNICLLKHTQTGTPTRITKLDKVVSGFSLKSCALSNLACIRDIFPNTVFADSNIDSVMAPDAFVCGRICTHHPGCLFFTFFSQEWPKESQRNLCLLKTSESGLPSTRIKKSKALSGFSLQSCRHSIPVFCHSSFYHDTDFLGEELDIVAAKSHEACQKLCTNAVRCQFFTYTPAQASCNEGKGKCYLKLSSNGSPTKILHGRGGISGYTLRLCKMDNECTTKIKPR
Target sequence (P03951 388-625 limits assumed): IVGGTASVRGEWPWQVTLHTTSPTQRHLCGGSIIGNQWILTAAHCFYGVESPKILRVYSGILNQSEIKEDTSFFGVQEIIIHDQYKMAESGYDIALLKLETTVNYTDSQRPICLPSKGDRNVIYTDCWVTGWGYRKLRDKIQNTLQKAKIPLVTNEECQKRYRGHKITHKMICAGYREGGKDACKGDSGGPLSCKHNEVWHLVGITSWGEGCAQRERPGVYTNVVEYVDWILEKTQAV
PPC-1+TRAIL kill: kills PPC-1 cancer cells in the presence of TRAIL. 0.41% of 220,000 active. cell killing (% activity), % at 4 µM. PPC-1 cells + TRAIL, ATPLite viability luminescence. AID 1443;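 active means cell killing above 50% in the first pass at 4 µM, then a duplicate retest at 5 µM averaging 50% or more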;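 further: plate controls were cells with TRAIL plus DMSO for no effect and medium-only wells lacking cells for full effect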
TbHK1 inh: blocks Trypanosoma brucei hexokinase 1 activity. 0.11% of 220,000 active. inhibition, % at 10 µM. recombinant TbHK1, G6PDH-coupled NADH A340;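 active means inhibition of 50% or more in the single-dose primary screen; inactive means inhibition below 50%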
L929 necroptosis: blocks zVAD induced death of L929 cells | L929 zVAD necroptosis rescue, ATP luminescence, 24 h; with zVAD 60 µM | viability rescue, % at 10 µM | AID 1377 | 0.38% of 220,000 active;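 active means activation, scaled between plate controls, above about 75%, limit read from the data; inactive means activation under that limit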;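 further: 0% = zVAD with DMSO and 100% = DMSO alone without zVAD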
TNF necrop inh: blocks TNF-alpha induced death of Jurkat FADD-/- cells. activation (protection from cell death), % at 10 µM. 0.068% of 220,000 active. Jurkat FADD-/- TNF necroptosis rescue, ATP luminescence, 24 h; 0 = TNF only, 100 = no-TNF cells. AID 463075;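 active means activation, meaning protection from cell death, of at least 50% relative to plate controls; inactive means activation below 50%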;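 further: necroptosis triggered by 40 ng/mL TNF-alpha added together with compound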
CHOP inhibitor: inhibitors of CHOP induction in ER stress response; CHO-K1 CHOP-promoter luciferase, tunicamycin-induced, 15-18 h; inhibition, % at 10 µM; 3.8% of 220,000 active; AID 2732;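 active means compounds that reduced the stress-induced luciferase reporter signal by more than about 70% of percent inhibition, limit read from the data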;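 further: 0% = tunicamycin plus vehicle and 100% = wells without tunicamycin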
FXIIa inh: blocks human coagulation factor XIIa protease activity; 0.3% of 220,000 active; purified FXIIa, Boc-QGR-AMC fluorogenic substrate, 2 h; inhibition, % at 5 µM; AID 800; P00748; in the data active means inhibition above about 40%;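 further: 0% = enzyme with no compound and 100% = blank without enzyme; many of its hits are not listed in these tables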
* = called active by the depositor; . = no result given; & = joins results of further samples.

Molecule	L929 necroptosis	CHOP inhibitor	FXIa inh 1536	TNF necrop inh	PPC-1+TRAIL kill	Wee1 stabilizer	TbHK1 inh	FXIIa inh	EP2 antag
COc1cccc(C(c2c(O)nc(SC)n(C)c2=O)c2c(O)nc(SC)n(C)c2=O)c1	0.1	-20	1	-3.3	4	0	-2	-7	8
Cn1c(-c2ccc(F)cc2)cnc1SCC(=O)Nc1ccccc1N1CCOCC1	0.2	-11	2	1.3	11	2	-5	16	11&7
C/C(=N\NC(N)=O)c1ccccc1	0.8	13	0	0.4	-2	-2	3	7	8
O=c1cc(CSc2ccc([N+](=O)[O-])cc2)nc2sccn12	0.8	-16	-8	0.2	19	0	-20	1	4
CNc1c([N+](=O)[O-])cnn1-c1ccccc1Cl	0.0	-12	-5	-5.0	14	8	-14	8	2
COc1cc(SC)ccc1C(=O)NCc1ccccc1	1.8	6	-1	1.9	-20	1	-3	3	4
Cc1c(NC(=O)C(C)OC(=O)CC2Sc3ccccc3NC2=O)c(=O)n(-c2ccccc2)n1C (stereo not given)	0.9	44	-9	-1.4	-1	-1	-3	2	15
CCC(C)N1CC(C(=O)O)CC1=O (stereo not given)	-0.2	-4	-2	-0.6	-2	2	6	2	3
CC(C)(C)NC(=O)/C(=C\c1ccco1)NC(=O)c1cccs1	0.1	24	2	1.0	5	0	-9	14	4
CCOC(=O)CC1CCCCN1Cc1cn(C)nc1-c1ccc2c(c1)OCCO2 (stereo not given)	0.1	12	-3	2.0	8	-2	1	6	7
COc1ccc(OC)c(NC(=O)CN(Cc2ccc(Cl)cc2)S(C)(=O)=O)c1	0.0	33	5	-1.5	-3	-1	-14	16	8
N#Cc1ccc(CSc2nnc(Cc3cccs3)n2Cc2ccco2)cc1	-0.8	35	0	0.8	4	1	2	9	7
NC(=O)CCc1c[nH]c2ccccc12	0.6	-7	1	0.3	6	-1	2	-1	10
COC(=O)c1sc(SC)c(S(=O)(=O)C(C)C)c1N/N=C(\C#N)S(=O)(=O)c1ccccn1	-0.2	5	0	-0.5	-7	2	-37	3	19
O=C(N/N=C/c1ccc(O)cc1)c1ccc(COc2cc(Cl)ccc2Cl)o1	4.5	-12	1	-19	4	-1	-41	4	27
COC(=O)[C@H](CCSC)NC(=O)NCCc1ccc(F)cc1	1.1	23	-19	0.6	-16	0	4	8	4
O=C(OC(C(=O)NC1CCCC1)c1ccncc1)C1=Cc2ccccc2OC1 (stereo not given)	0.4	2	8	0.1	10	0	-10	14	5
CCn1c(SCC(=O)NCCc2ccccc2)nc2sc3c(c2c1=O)CCN(C)C3	1.0	10	8	3.2	-13	2	-37	7	5
CC(C)(C)c1ccc(Cn2nnc3c(=O)[nH]c(C4CCCN(C(=O)Cc5cccs5)C4)nc32)cc1 (stereo not given)	-0.4	59	-4	-2.1	-3	-4	4	-5	5&16
CS(=O)(=O)N1CCN(C2C3CC4CC(C3)CC2C4)CC1 (stereo not given)	1.8	-26	-1	-0.6	.	0	6	6	4
CCCCC(NS(=O)(=O)c1ccc(OC)cc1)C(=O)O (stereo not given)	1.8	14	4	2.2	14	1	6	11	8
CCOC(=O)C1CCN(C(C(=O)NC2CCCC2)c2ccc(C)cc2)CC1 (stereo not given)	2.0	10	2	1.4	23	2	-5	12	11
Cc1cc(C)c(S(=O)(=O)n2nc(C)c(Br)c2C)c(C)c1	.	33	2	-0.9	-4	-2	0	5	5
CCOC(=O)Cc1ccc(NC(=O)c2ccccc2Br)cc1	2.5	4	-6	-1.0	37	-1	2	-1	8
CC1=C(CO)C(=O)OC([C@@H](C)C2CC[C@H]3C4C[C@H]5O[C@]56[C@@H](O)C=CC(=O)[C@]6(C)C4CC[C@]23C)C1 (stereo not given in full)	63	107*	2	-19	18	.	-16	8	20
COc1ccc(/C=N/n2c(SC)nnc(C(C)(C)C)c2=O)c(OC)c1	0.1	43	-6	6.6	12	3	-10	5	7
COc1ccc2[nH]c3c(c2c1)CCn1c-3nc2ccccc2c1=O	3.4	71*	-9	0.7	46	13*	-8	0	.
COCCCNC(=O)CCc1nnc(Cc2ccc(-c3ccccc3)cc2)o1	0.0	-3	3	-0.2	21	-1	-3	11	7
Cc1c(Cl)cn2c(=O)cc(CN3CCN(c4ccc(F)cc4)CC3)nc2c1Cl	1.4	7	-5	-0.4	4	0	-7	0	9
COC(=O)c1ccc(OCC(=O)Nc2ccsc2C(=O)OC)cc1	3.1	45	-2	-0.3	13	4	-2	7	8
COCCCNC(=S)Nc1cccc2ncccc12	1.1	11	-1	-1.8	14	9.2*	-4	8	6
Cc1c2cccn2cc[n+]1C	-0.2	15	-1	-2.5	10	1	-1	7	18
COc1ccc(NC(=O)CN(C)CC(=O)Nc2ccc(Cl)cc2[N+](=O)[O-])cc1	1.6	21	1	0.5	7	-3	-4	12	17
COc1ccc(Cc2nnc(N/N=C/c3ccc(O)cc3O)[nH]c2=O)cc1OC	2.2	17	4	-2.9	5	-1	-26	6	5
O=C(c1nc2ccccn2c1CNCCn1ccc2ccccc21)N1CCOCC1	-0.2	-2	-2	1.3	5	-3	-14	2	7
CCCCOc1nc2ccccc2nc1C(C#N)S(=O)(=O)c1ccccc1 (stereo not given)	0.5	20	-6	0.1	11	0	1	9	19
CCOCCCNc1nc(C)nc2c1nnn2Cc1c(F)cccc1Cl	0.6	-1	-9	1.4	-8	3	0	0	7
Cc1cc(NC(=O)CSc2cn(CCNC(=O)c3ccc(Cl)cc3)c3ccccc23)no1	0.2	22	-11	0.9	10	0	-2	1	8
CN(Cc1nccn1C)C(=O)c1cc(COc2ccc3ncccc3c2)on1	8.2	39	-1	0.0	6	-3	10	11	9
CCCNC(=O)c1onc(CSc2ccc(F)cc2)c1C(=O)NCCC	-0.8	43	3	4.2	11	.	-1	8	5
O=C1C(C=Nc2ccccc2)=C(O)c2ccccc21	1.1	54	21	-6.1	29	-2	-26	31	17
CCOC(=O)c1oc2cc(OC(C)=O)ccc2c(=O)c1-c1ccc(OC)c(OC)c1	0.4	17	3	0.8	0	9.3*	-16	7	10
Cc1cc(C)cc(OCC(=O)NCCc2nc3ccccc3[nH]2)c1	11	23	-4	1.8	11	5	-5	7	10
Cc1ccc(-n2[nH]c(C)c(/C=N/Nc3ccc([N+](=O)[O-])cc3[N+](=O)[O-])c2=O)cc1	1.2	28	5	-4.8	14	1	-11	8	21
Cn1c(=O)n(C)c2cc(NS(=O)(=O)c3cccs3)ccc21	55	-5	-3	-3.3	12	-1	-3	9	8
Cc1ccc(S(=O)(=O)N2CCOCC2)cc1NC(=O)CN1CCN(c2ccc(O)cc2)CC1	0.8	6	3	1.3	9	-3	23	16	10
Cc1c(C(=O)O)cnc2c([N+](=O)[O-])cnn12	2.0	-7	-4	0.4	15	-2	-14	-2	6
CC(OC(=O)c1ccccc1NCc1ccco1)C(=O)Nc1ncc(Cl)cc1Cl (stereo not given)	0.9	29	5	-0.2	5	0	-2	13	13
CCc1ccc(NC(=O)N(CCN(C)C)C(C)c2cccnc2)cc1 (stereo not given)	-0.2	34	2	-0.2	8	0	-1	-29	8
COc1ccc(-n2nnc3c(SCC(=O)c4ccccc4)ncnc32)cc1	0.4	13	0	12	5	-1	5	6	-1

Next part.
Molecule	L929 necroptosis	CHOP inhibitor	FXIa inh 1536	TNF necrop inh	PPC-1+TRAIL kill	Wee1 stabilizer	TbHK1 inh	FXIIa inh	EP2 antag
CC(C)(C)c1ccc(NC(=O)COC(=O)C2(C)CC2(Cl)Cl)cc1 (stereo not given)	77*	70*	-6	3.7	-6	1	-2	0	6
CCOc1ccc(C(=O)Nc2ccccc2C#N)cc1[N+](=O)[O-]	0.1	4	-3	1.6	8	-1	21	7	8
CCOc1ccc(C(C)NC(=O)c2cccc(F)c2)cc1 (stereo not given)	0.1	24	1	1.4	18	2	1	4	8
O=C1OCCC1Sc1nnc(-c2ccc3c(c2)OCO3)n1-c1ccccc1 (stereo not given)	0.5	3	3	-1.9	5	-2	1	13	18
N#Cc1cccc(NC(=S)Nc2ccccc2)c1	0.2	-6	-7	0.3	15	-2	27	1	8
CCc1ccc(C(=O)O)cc1	-0.7	22	1	-0.4	14	-1	-9	8	12
COc1ccc(NC(=O)CSc2nnc(CCC(=O)O)c(=O)n2N)cc1	0.5	-13	4	-0.2	-19	3	3	9	4
Cc1cccc(C)c1NC(=S)Nc1ccc(Cl)c(Cl)c1	-0.7	13	-1	-0.9	24	-2	5	6	4
Cn1ncc(Cl)c1C(=O)Nc1cccnc1	1.1	-20	-2	-0.2	18	-1	-1	10	6
Cc1cc2occ(CC(=O)Nc3nnc(C4CC4)s3)c2cc1C	0.4	90*	-2	-0.3	24	2	-11	10	9
COc1cccc(C2N(c3ccccn3)C(=O)C3CCCN32)c1OC (stereo not given)	0.9	-4	2	0.1	4	2	-8	17	9
COc1ccc(NC(=O)c2scc(S(=O)(=O)C(C)C)c2N)cc1	3.1	-4	-2	5.7	3	-1	-29	3	8
COc1ccc(CNC(=O)C2CCN(S(=O)(=O)N3CCOCC3)CC2)cc1	0.3	2	3	0.4	10	1	5	10	10
CN1CCN(c2ccc(C(=O)c3ccc(Br)cc3)cc2[N+](=O)[O-])CC1	64	14	1	2.0	22	3	-19	10	8
Cc1nc(N2CCCCC2C)c2c(C)c(C(=O)Nc3ccccc3C(F)(F)F)sc2n1 (stereo not given)	-0.8	-26	0	0.4	14	-2	-16	9	5
Cc1ccc2c(c1)-c1c(ssc1=S)C(C)(C)N2C(=O)c1ccco1	0.0	15	1	-4.6	-6	0	2	14	7
CCOc1ccccc1C1CC(=O)NC(SCC)=C1C#N (stereo not given)	0.5	-19	-2	-0.6	9	2	5	13	9
CC(C)CC(=O)N=C1SC2CS(=O)(=O)CC2N1Cc1ccccc1Cl (stereo not given)	0.1	-16	-19	1.0	-4	-2	-10	3	6
CCCn1nc(-c2nnc(-c3ccc(C)c(C)c3)o2)c2ccccc2c1=O	1.0	62	-5	1.5	-19	1	-11	14	2
COc1cccc(-n2c(SCC(=O)N3CCCCC3)nc3c([nH]c4ccccc43)c2=O)c1	0.1	71*	-1	0.2	4	6	-16	7	5
OC(COc1ccc2cc(Br)ccc2c1)CN1CCOCC1 (stereo not given)	1.6	6	9	2.4	18	-1	-3	14	14
O=C(CN1C(=O)/C(=C\c2cccc(F)c2)Oc2ccccc21)N1CCN(c2ccccn2)CC1	1.3	18	-5	1.8	-3	-4	-7	-32	9
O=C(NCc1ccccc1)C(c1ccco1)N(C(=O)c1ccccn1)c1ccc(F)cc1 (stereo not given)	1.3	2	-5	-2.5	46	1	-2	2	3
CC(C)C(C)(C#N)NC(=O)CSc1nc2scc(-c3ccccc3)c2c(=O)[nH]1 (stereo not given)	1.7	6	1	1.4	22	0	2	6	12
CCOCCN(C=O)c1cccc(OC)c1	0.1	41	0	0.4	0	-1	32	11	7
CCC(=O)Nc1cc(NC(=O)CSc2ncc(-c3ccc(F)cc3)n2Cc2ccco2)ccc1C	0.3	-10	2	-1.6	-2	0	-21	15	4

Looked up one by one from the list above, 2 records:
Molecule	L929 necroptosis	CHOP inhibitor	FXIa inh 1536	TNF necrop inh	PPC-1+TRAIL kill	Wee1 stabilizer	TbHK1 inh	FXIIa inh	EP2 antag
Cc1cccc(C)c1NC(=S)Nc1ccc(Cl)c(Cl)c1	-0.7	13	-1	-0.9	24	-2	5	6	4
CCOc1ccccc1C1CC(=O)NC(SCC)=C1C#N (stereo not given)	0.5	-19	-2	-0.6	9	2	5	13	9

An excerpt, so the mix of outcomes need not match the whole.
